Screening data from PubChem.
ABHD5-PLIN5 inh = blocks binding of human ABHD5 to perilipin-5; Split G. princeps luciferase complementation, luminescence, 4 h; inhibition, % at 4 µM; AID 602281; 360,000 tested, 0.78% active;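 active = inhibition above the mean inhibition across every tested compound plus 3 SD, cut at about 22% in these data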;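 also: 0% = DMSO only wells and the 100% control is not disclosed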
MC4R antagonist = blocks human MC4R cAMP signaling | P32245 | MC4R-expressing cells, MTII-stimulated cAMP, LANCE TR-FRET | inhibition, % at 6.5 µM | 360,000 tested, 0.48% active;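 active = inhibition above its plate's cutoff, the mean of tested wells on that plate plus 3 SD, cut at about 29% in these data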;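 also: 0% = Melanotan II alone and 100% = Melanotan II plus saturating MCL0020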
Target sequence (P32245 whole entry, looked up): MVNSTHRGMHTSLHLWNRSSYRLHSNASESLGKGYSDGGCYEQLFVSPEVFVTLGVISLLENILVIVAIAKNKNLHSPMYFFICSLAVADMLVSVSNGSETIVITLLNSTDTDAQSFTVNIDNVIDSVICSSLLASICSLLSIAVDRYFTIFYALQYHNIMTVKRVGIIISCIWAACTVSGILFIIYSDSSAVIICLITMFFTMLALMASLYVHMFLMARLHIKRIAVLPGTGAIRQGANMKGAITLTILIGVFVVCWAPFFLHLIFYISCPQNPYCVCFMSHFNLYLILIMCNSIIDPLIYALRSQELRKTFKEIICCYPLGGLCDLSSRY
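material = U2OS cells stably expressing human melanocortin 4 receptor (MC4R) | also added = Melanotan II challenge | dosing = single nominal compound dose of 6.5 µM | detection = TR-FRET with Eu-cAMP and labeled anti-cAMP, 671 nm | replication = singlicate | timing = compound 30 min, challenge 1 h, detection 1 h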
N-glyco inh = blocks N-linked glycosylation in D54 reporter cells. D54 ERlucT glycosylation luciferase reporter, 24 h; percent of 100 nM tunicamycin response. reporter increase, % at 12.5 µM. 360,000 tested, 0.23% active;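 active = mean luciferase reporter signal, scaled so untreated is 0 and the glycosylation-blocking control 100, at or above a set limit in every replicate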;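 also: luciferase carries N-glycosylation sites so blocking glycosylation raises the light; 0% = median of neutral control wells and 100% = median of 100 nM tunicamycin wells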
aDG glyco up = increases alpha dystroglycan glycosylation | Pro5-aDG cells, alpha-DG glycosylation AlphaScreen (IIH6); 0% Pro5, 100% B10-LARGE cell signal | activation, % at 10 µM | 360,000 tested, 0.22% active | AID 624168;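 active = activation of at least 8% versus controls, or a plate z-score of at least 8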;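 also: Pro5 are CHO cells carrying HIG-tagged alpha-DG that lacks glycosylation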
Granule exo inh = blocks lytic granule exocytosis; TALL-104 LAMP-1 surface exposure, flow cytometry; cells stimulated with thapsigargin and PMA; inhibition, % at 10 µM; 360,000 tested, 0.66% active;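 active = inhibition above about 55%, limit read from the data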
iPSC survival up = enhancers of human iPSC single-cell survival; 360,000 tested, 0.044% active; survival enhancement, % at 20 µM; hiPSC single-cell survival, ATPlite luminescence; 100% = ROCK inhibitor wells, 0% = DMSO; in the data active = survival enhancement above about 18%;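 also: cells exposed to compounds for 16 hours before the ATP read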
H9c2 protect = myocardial damage modulation in H9c2 cells; H9c2 cardiomyocytes, H2O2 injury protection, ATPLite, 2 h; protection from H2O2 cell death, % at 20 µM; 360,000 tested, 0.63% active; AID 588492;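 active = compounds giving at least 50% protection of heart cells from peroxide-induced death in the single-dose screen, raw or plate-pattern-corrected value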;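 also: 0% = DMSO wells with peroxide and 100% = DMSO wells without peroxide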
ABCB6 inh 2 = human ABCB6 transporter inhibition. Q9NP58. K562-ABCB6 porphyrin accumulation, flow cytometry, 1 h; stronger effect = lower value. fluorescence ratio to DMSO, % at 10 µM. 360,000 tested, 0.19% active;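 active = fluorescence ratio to DMSO below 75%, the collection mean minus 3 SD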;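 also: signal is porphyrin accumulated inside mitochondria; 100% equals median channel fluorescence of DMSO control wells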
HTR2A ag = activates the mouse 5-HT2A serotonin receptor. P35363. activation, % at 7.6 µM. CHO-K1 mHTR2A beta-arrestin complementation, luminescence; percent of 30 µM serotonin response. 360,000 tested, 0.66% active. AID 624169;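 active = activation above a run cutoff, the mean activation of all tested compounds plus 3 SD, cut at about 14% in these data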;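 also: 0% = plate median of compound wells and 100% = 30 µM serotonin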
Target sequence (P35363 whole entry, looked up): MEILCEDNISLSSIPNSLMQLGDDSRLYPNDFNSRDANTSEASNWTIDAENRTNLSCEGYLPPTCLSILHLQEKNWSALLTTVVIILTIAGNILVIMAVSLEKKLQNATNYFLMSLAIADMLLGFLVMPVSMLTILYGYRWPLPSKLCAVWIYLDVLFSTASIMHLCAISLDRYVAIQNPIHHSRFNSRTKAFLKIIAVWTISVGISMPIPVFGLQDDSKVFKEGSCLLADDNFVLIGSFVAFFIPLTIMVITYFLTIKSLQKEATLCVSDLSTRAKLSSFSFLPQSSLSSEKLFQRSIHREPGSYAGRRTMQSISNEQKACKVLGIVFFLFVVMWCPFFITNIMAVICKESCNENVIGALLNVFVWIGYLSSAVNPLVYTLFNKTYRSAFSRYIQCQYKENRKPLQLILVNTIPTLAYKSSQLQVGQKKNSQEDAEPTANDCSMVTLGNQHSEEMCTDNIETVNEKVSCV
MC4R barr agon = agonists of human melanocortin 4 receptor (MC4R) beta-arrestin | U2OS MC4R beta-arrestin complementation, luminescence; percent of melanotan II response, DMSO zero | P32245 | 360,000 tested, 0.98% active | activation, % at 8.9 µM;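 active = activation above a per-plate cutoff, the mean activation of sample wells on that plate plus 3 SD, cut at about 8% in these data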
An asterisk follows results filed as active; · = not tested or not shown.

Fields – ABHD5-PLIN5 inh	MC4R antagonist	N-glyco inh	aDG glyco up	Granule exo inh	iPSC survival up	H9c2 protect	ABCB6 inh 2	HTR2A ag	MC4R barr agon
> COc1ccc(OCc2cc(C(=O)NC(C)Cc3cnccn3)no2)c(Cl)c1 (stereo unspecified)
    -11	12	2	0.3	5	0.9	-7	103	-5	-0.5
> Cc1ccc(NS(=O)(=O)c2cn(C)c(=O)n(C)c2=O)cc1C
    -1	4	0	-0.2	1	0.3	6	91	0	-0.8
> Cc1c(O)ccc2c3c(c(=O)oc12)CCC(C)C3 (stereo unspecified)
    -1	-13	-4	0.4	-4	-3.6	52*	97	4	1.2
> CC1CCC(C(C)C)C(OC(=O)CSc2nnc(N)s2)C1 (stereo unspecified)
    1	-5	2	0.2	-1	14	-3	98	-4	1.1
> COC(=O)N/N=C/c1ccc(-c2cc(Cl)ccc2Cl)o1
    0	4	2	-0.1	-1	0.3	-4	100	-2	-1.4
> Cc1ccccc1CNCc1cccnc1
    5	8	-4	0.1	-3	-3.7	7	105	6	-1.1
> CCC(C)N(CC(=O)Nc1cccc(C)c1C)C(=O)CCl (stereo unspecified)
    18	3	-6	0.1	1	-0.3	-4	88	9	4.8
> CC(C)CNC(=O)/C=C/C(=O)O
    2	13	-2	1.3	-1	0.7	13	103	-4	-1.4
> CN(c1ccc(C(=O)Nc2nccs2)cc1)S(=O)(=O)c1ccccc1
    1	2	-1	-0.5	-2	0.1	3	106	-4	-2.1
> CCCCc1c(O)nc(SCC(=O)N2CCOCC2)n(-c2ccc(C)cc2)c1=O
    3	-1	1	-0.1	6	4.1	0	98	4	-0.6
> Cc1c(NC(=O)c2ccc(S(=O)(=O)N3CC(C)OC(C)C3)cc2)c(=O)n(-c2ccccc2)n1C (stereo unspecified)
    8	12	1	-0.2	3	-0.9	5	99	-3	-3.0
> Cc1ccc(C(=O)N/C(=C\c2ccc(-c3ccccc3[N+](=O)[O-])o2)C(=O)NCCCN(C)C)cc1
    -15	-5	8	2.6	77*	-0.5	-13	121	-3	-3.0
> CCC(=O)Nc1ccc2c(c1)OCCO2
    -4	9	0	-0.2	1	4.1	2	94	4	2.3
> N#C/C(=C\c1ccccc1)C(=O)N(c1ccccn1)C1CCCCC1
    -1	-1	6	-0.1	6	-0.5	-1	100	2	-3.5
> CC(C)c1nnc(NC(=O)CCC(=O)NCCc2ccccc2)s1
    -8	14	-2	-0.1	9	0.2	1	101	-2	2.0
> Cc1ccc(S(=O)(=O)N(CC(=O)NCc2cccnc2)c2ccc(F)cc2)cc1
    -5	-4	3	0.1	-9	-0.2	1	92	-3	-0.3
> Fc1cccc(F)c1C(Nc1nncs1)Nc1nncs1
    -1	·	·	1.1	-1	-0.5	·	100	7	·
> NC(=S)N/N=C/c1cccc(O)c1O
    3	-5	7	4.6	1	0.4	24	105	2	-2.4
> O=C1NC[C@H](CCCCN2CCN(CC3CCCCC3)C(=O)C2=O)N(Cc2ccccc2)C1=O
    -12	·	·	0.1	-3	0.9	·	98	-7	·
> Cc1ccc(-c2ccc(=O)n(CCC(=O)NCCN3CCCCC3C)n2)cc1 (stereo unspecified)
    -1	6	2	0.1	0	0.8	4	102	7	-1.0
> CCn1c(SCC(=O)NC(=O)Nc2ccc3c(c2)OCCO3)nnc1-c1cccs1
    1	9	-2	-0.1	0	-0.7	-2	97	1	0.6
> CNC[C@@H]1OCc2ccccc2-c2ccccc2C(=O)N([C@H](C)CO)C[C@@H]1C
    -13	3	-3	-0.1	1	2.6	5	102	-3	3.6
> O=C(NNC(=O)c1ccc(Oc2ccc(C3SCCS3)cc2)o1)c1ccc(Cl)cc1
    -4	3	-1	0.0	4	-0.7	-12	94	-5	-3.4
> CCN(CC)C(=O)Cn1cc(/C=C(\C#N)C(=O)N2CCN(c3ccccc3)CC2)c2ccccc21
    3	10	-2	-0.3	-4	-2.8	2	97	-1	-1.3
> O=C(NCc1cccnc1)C1CCC(c2ccc(Cl)cc2)CC1 (stereo unspecified)
    -6	-2	-2	1.0	6	1.0	-14	96	-8	-1.5
> COc1ccc(Cl)cc1NC(=O)CSc1nnc(-c2ccco2)o1
    0	10	0	-0.5	-6	-0.4	2	97	3	-1.5
> Cc1cccc(NC(=O)c2cc3c(n(-c4ccccc4)c2=O)CCCC3=O)n1
    -6	2	-1	-0.2	-2	-1.3	7	98	0	-2.2
> COc1ccccc1NC(=O)CN1C(=O)NC2(CCCc3ccccc32)C1=O (stereo unspecified)
    10	1	2	-0.3	3	-2.7	-3	104	0	-0.2
> COc1ccccc1C(=O)NN(C)C1=NS(=O)(=O)c2ccccc21
    -5	8	1	0.0	3	0.6	-3	100	3	-0.4
> COc1ccc(C(=O)NCc2cc(C)nc3ccccc23)cc1
    -3	15	14	0.1	15	0.3	-9	99	8	0.8

Limited to aDG glyco up and iPSC survival up, for some of the entries so far:
| SMILES | aDG glyco up | iPSC survival up |
| --- | --- | --- |
| Cc1ccc(C(=O)N/C(=C\c2ccc(-c3ccccc3[N+](=O)[O-])o2)C(=O)NCCCN(C)C)cc1 | 2.6 | -0.5 |
| COc1ccc(Cl)cc1NC(=O)CSc1nnc(-c2ccco2)o1 | -0.5 | -0.4 |

Back to the main list, repeating the five entries before the break.
Fields – ABHD5-PLIN5 inh	MC4R antagonist	N-glyco inh	aDG glyco up	Granule exo inh	iPSC survival up	H9c2 protect	ABCB6 inh 2	HTR2A ag	MC4R barr agon
> COc1ccc(Cl)cc1NC(=O)CSc1nnc(-c2ccco2)o1
    0	10	0	-0.5	-6	-0.4	2	97	3	-1.5
> Cc1cccc(NC(=O)c2cc3c(n(-c4ccccc4)c2=O)CCCC3=O)n1
    -6	2	-1	-0.2	-2	-1.3	7	98	0	-2.2
> COc1ccccc1NC(=O)CN1C(=O)NC2(CCCc3ccccc32)C1=O (stereo unspecified)
    10	1	2	-0.3	3	-2.7	-3	104	0	-0.2
> COc1ccccc1C(=O)NN(C)C1=NS(=O)(=O)c2ccccc21
    -5	8	1	0.0	3	0.6	-3	100	3	-0.4
> COc1ccc(C(=O)NCc2cc(C)nc3ccccc23)cc1
    -3	15	14	0.1	15	0.3	-9	99	8	0.8
> O=C(C1CC1)N1N=C(c2ccccc2)CC1(O)C(F)(F)F (stereo unspecified)
    3	3	-1	-0.1	-1	0.0	4	97	3	-1.4
> Cc1cccc(N/C(N)=N/c2nc(C)cc(C)n2)c1
    0	3	5	0.4	0	-2.5	-2	97	-9	-1.4
> Cc1cccc(C)c1NC(=O)CNC(=O)CCCN1C(=O)c2cccc3cccc(c23)C1=O
    7	3	1	0.1	0	1.4	3	100	3	-1.3
> O=C(Cc1ccccc1)NN=Cc1ccccc1
    -6	2	0	0.2	-4	-1.0	-1	99	-2	-0.6
> CCOP(=O)(c1ccc(N(C)C)cc1)C(O)c1ccncc1 (stereo unspecified)
    -1	-2	0	0.1	4	0.6	-1	99	9	-1.2
> CCCCC[C@@H](C)N1C[C@@H](COCc2ccccc2)Oc2cc(N3CCC[C@@H]3COC)ccc2S1(=O)=O
    -8	·	·	-0.1	13	-0.4	·	98	5	·
> CSc1nc(N)cc(=O)[nH]1
    -2	7	0	0.1	4	0.7	-5	96	-3	-0.7
> COc1ccccc1NC(=O)Nc1ccc(F)c(F)c1
    2	1	-2	0.0	1	-0.9	-5	112	-2	-1.7
> CC1=CCC(C(=O)O)(C(=O)N/N=C/c2cccs2)C(c2ccc([N+](=O)[O-])cc2)C1 (stereo unspecified)
    -2	6	-1	-0.1	3	-1.1	6	100	1	2.5
> COc1ccc(Cc2nnc(NC(=O)Cc3cccs3)s2)cc1
    -10	-4	-1	-0.3	-1	0.1	11	91	-2	-3.1
> CN(CP(=O)(O)CN(C)S(C)(=O)=O)S(C)(=O)=O
    4	-1	2	0.0	1	2.5	3	101	3	3.0
> O=C1CN(S(=O)(=O)c2cc(Cl)ccc2Cl)c2ccccc2N1
    4	3	0	0.0	5	0.0	4	101	-4	-0.8
> COc1cccc(NC(=O)COC(=O)CCCC2=NS(=O)(=O)c3ccccc3N2)c1
    -2	0	-2	0.2	0	0.0	-2	14*	-3	0.2
> COc1ccc(OCCCN2CCCCCC2)cc1
    6	0	-2	-0.1	5	-1.9	-6	96	-2	-0.7
> O=C(NC(=S)Nc1ccccc1Cl)c1ccco1
    1	16	0	0.0	-19	-0.5	-15	98	4	-1.4
> Cc1noc(C)c1COc1cccc(C(=O)OCC(=O)NCCN2C(=O)CSC2=O)c1
    4	-1	2	-0.3	3	-1.8	0	99	1	0.5
> CC(=O)Oc1ccc(/C=N/NC2=NS(=O)(=O)c3ccccc32)cc1
    6	-3	-1	-0.1	-2	0.1	9	96	5	-1.6
> COc1ccccc1C1CC(c2cccs2)=Nc2ccccc2S1 (stereo unspecified)
    45*	3	-1	0.5	0	-2.5	0	91	-2	-1.9
> CC(=N)C1=C(O)CC(c2ccccc2)CC1=O (stereo unspecified)
    0	14	4	-0.1	-12	-0.3	-4	97	6	0.4
> CCOC(=O)C1(Cc2ccccc2C)CCCN(C(=O)c2ccnn2C)C1 (stereo unspecified)
    1	6	2	0.0	1	0.0	4	100	2	-1.9
> Cc1ccc2c(c1)NC(=O)C(CC(=O)NC1CCCCC1C)O2 (stereo unspecified)
    9	10	-1	0.2	-2	-2.5	-2	101	2	-2.5
> CN(C)/N=C/C=C1\CCC/C(=C\c2ccc(F)c(F)c2)C1=O
    53*	2	32*	-0.8	90*	0.3	-8	102	5	-0.1
> COC(=O)C(Cc1c[nH]c2ccccc12)NC(=O)C(=O)c1c[nH]c2ccccc12 (stereo unspecified)
    -2	20	2	-0.1	59*	0.0	-2	98	4	1.4
> O=c1[nH]c(-c2ccc(F)cc2)nc2c1sc(=S)n2-c1ccccc1
    3	-2	0	-0.3	-1	1.9	-20	98	2	-2.7
> CCN1CCc2nc3ccccc3c(C(=O)Nc3ccc(F)cc3)c2C1
    -6	3	2	0.0	-5	0.6	-1	98	-2	-2.5
> Cc1cc(C)c(C(N)=O)c(NC(=O)Nc2ccccc2Cl)n1
    -1	3	-1	0.0	8	-0.6	3	93	3	-0.7
> Cc1ccc(/C=C2\SC(=S)N(CCCC(=O)Nc3ccccn3)C2=O)cc1
    3	3	-4	0.1	-10	-0.7	-11	103	4	3.9
> CCNC(=S)N1CCN(S(=O)(=O)c2ccccc2C(F)(F)F)CC1
    -1	1	1	-0.1	0	-0.1	-2	93	3	1.4
> COC(=O)c1c(NS(=O)(=O)c2ccc3ccccc3c2)sc2c1CCCC2
    2	-2	-2	0.1	-1	0.2	-4	108	-7	-2.8
